Bioassay records from PubChem.
S1P4 ag – human S1P4 receptor agonism; S1P4-expressing cell line, agonist reporter assay; 220,000 tested, 0.35% active; activation, % at 4.98 µM; O95977; in the data active = activation above about 11%;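 note: 0% = DMSO vehicle and 100% = reference agonist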
Target sequence (O95977 whole entry, looked up): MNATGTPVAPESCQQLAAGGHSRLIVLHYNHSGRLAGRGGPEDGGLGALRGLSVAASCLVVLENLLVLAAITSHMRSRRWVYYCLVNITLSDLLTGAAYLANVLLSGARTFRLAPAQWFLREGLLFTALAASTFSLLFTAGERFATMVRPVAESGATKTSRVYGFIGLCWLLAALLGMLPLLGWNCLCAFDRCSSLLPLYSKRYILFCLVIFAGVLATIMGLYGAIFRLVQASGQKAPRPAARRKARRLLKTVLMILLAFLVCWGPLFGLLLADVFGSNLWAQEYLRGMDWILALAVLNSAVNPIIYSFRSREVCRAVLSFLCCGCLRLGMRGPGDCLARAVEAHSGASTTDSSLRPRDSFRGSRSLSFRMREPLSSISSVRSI
PERK inhibitor – human PERK inhibition, primary cell-based screen. CHO PERK-DD fusion, SEAP luminescence translation reporter. 220,000 tested, 0.17% active. Q9NZJ5. inhibition, % at 5.6 µM. AID 1416;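 active = inhibition above the mean inhibition of all tested compounds plus 3 SD, set separately per screening campaign, cut at about 2.9% in these data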;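 note: PERK kinase domain activated by AP20187 dimerizer at 100 nM; 0% = DMSO with dimerizer and 100% = rapamycin at 8.4 µM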
BaF3 parental – parental Ba/F3 viability inhibition as JAK2V617F counter-screen; CellTiter-Glo ATP luminescence; inhibition, % at 5.6 µM; 220,000 tested, 1.1% active;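 active = inhibition above a per-campaign cutoff, the mean inhibition of all tested compounds plus 3 SD, cut at about 27% in these data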;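 note: 0% = DMSO wells and 100% = JAK Inhibitor I control wells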
TRPML3 agonist – activates the human TRPML3 channel; HEK293 TRPML3-YFP, Fluo-8 calcium fluorescence; 100% = the carbachol control signal; Q8TDD5; AID 1448; activation, % at 3 µM; 220,000 tested, 0.29% active;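 active = activation above its plate's cutoff, the mean activation of the plate's test wells plus 3 SD, cut at about 12% in these data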;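 note: 0% = DMSO only wells and 100% = carbachol wells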
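Test system – HEK293 line with stable expression of human TRPML3-YFP channel · Control set – carbachol 87 µM final as high control (100%), DMSO as low control (0%) · Signal – Fluo-8 calcium dye fluorescence, ex 470-495, em 515-575 nm · Incubation – 1-h 37 °C dye load, 5-s basal, 120-s post-compound reads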
m-calpain inh – calpain II (pig) inhibition; 220,000 tested, 0.37% active; AID 1236; purified calpain II, fluorogenic peptide substrate, 30 min; inhibition, % at 16 µM;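 active = inhibition above about 50%, limit read from the data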
S1P4 antagonist – antagonists of human S1P4 receptor | O95977 | inhibition, % at 4.98 µM | 220,000 tested, 0.26% active | S1P4-expressing cells, antagonist mode, reporter read-out; in the data active = inhibition above about 29%;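 note: 0% = wells stimulated with agonist and 100% = vehicle wells without agonist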
Ba/F3 V617F tox – lowers viability of Ba/F3 cells expressing EpoR and JAK2V617F. inhibition, % at 5.6 µM. ATP luminescence. AID 1446. 220,000 tested, 1.1% active;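 active = inhibition above the campaign mean plus 3 SD over all tested compounds, cut at about 24% in these data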;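 note: cytokine-independent growth of Ba/F3 cells driven by EpoR plus mutant JAK2; 0% = DMSO-treated cells and 100% = JAK inhibitor I control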
EP2 mod – modulates human prostaglandin E2 receptor EP2 signaling; P43116; induction, % at 25 µM; 260,000 tested, 0.83% active; EP2-expressing cells, cAMP HTRF FRET, PGE2 co-stimulation;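 active = compounds whose cAMP rise, as percent of the full-agonist control response, exceeds 60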;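 note: rat C6 glioma line stably carrying human EP2 under a CMV promoter; the protocol text gives 20 µM as final concentration; 100% = response of wells given 1 µM PGE2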
Target sequence (P43116 whole entry, looked up): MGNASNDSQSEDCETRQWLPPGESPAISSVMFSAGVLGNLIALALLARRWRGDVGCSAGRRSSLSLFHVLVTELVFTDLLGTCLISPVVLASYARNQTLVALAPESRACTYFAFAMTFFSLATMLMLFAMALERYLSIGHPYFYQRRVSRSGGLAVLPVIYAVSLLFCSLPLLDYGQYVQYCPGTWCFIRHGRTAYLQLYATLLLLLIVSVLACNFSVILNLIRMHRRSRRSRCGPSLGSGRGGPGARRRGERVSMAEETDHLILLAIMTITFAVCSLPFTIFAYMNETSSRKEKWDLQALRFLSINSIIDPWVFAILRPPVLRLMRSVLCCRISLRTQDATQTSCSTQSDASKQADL
zfTRPN1 agonist – zebrafish TRPN1 (NompC) channel agonism; HEK293 zebrafish TRPN1-YFP, Fluo-8 calcium fluorescence; 100% = response to 87 µM carbachol; activation, % at 3 µM; 220,000 tested, 0.18% active; AID 1424;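 active = activation above its plate's cutoff, the mean activation of test wells on that plate plus 3 SD, cut at about 19% in these data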;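 note: 0% = DMSO alone and 100% = 87 µM carbachol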
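Material – zebrafish TRPN1-YFP in HEK293 cells · Doses – 3 µM single point · Schedule – dye 1 h 37 °C plus 30 min RT · Signal – Fluo-8 calcium fluorescence, excitation 470-495 nm, emission 515-575 nm · Read-out – % activation versus carbachol response · Control set – carbachol high, DMSO low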
* = called active by the depositor; & = joins results of further samples.

entry	Molecule	S1P4 ag	PERK inhibitor	BaF3 parental	TRPML3 agonist	m-calpain inh
1	CCC(CC)c1nnc(NC(=O)C2=NNC(=O)CC2)s1	0.1	0.2	-1.4	0.7	-7.0
2	Cc1cc(-c2ccccc2C(=O)Nc2ccccc2O)on1	1.5	1.4	-3.0	-0.2	4.3
3	CSc1nc(N2CCCC2)c2c(c1C#N)CC(C)(C)OC2	0.0	0.9	8.2	0.9	19.6
4	COc1ccccc1N1CCN(C(=O)CCCN2C(=O)c3cccc4cccc(c34)C2=O)CC1	-1.1	-0.1	5.6	-0.8	3.0
5	CCOC(=O)c1sc(Nc2nc3ccc(OC)cc3s2)cc1C	1.1	0.3	4.0	0.6	-19.6
6	O=C(NCCc1csc(-c2cccnc2)n1)c1ccco1	-0.5	0.5	96.2*	0.4	-3.4
7	CCn1c(C)nc2cc(C(=O)N/N=C(\C)c3ccccc3O)ccc21	-1.3	-0.4	6.5	0.6	2.7
8	CC1(C)Cc2c(C#N)c(N3CCOCC3)nc(Cc3ccccc3)c2CO1	2.4	1.4	3.6	-0.9	-106.0

entry	S1P4 antagonist	Ba/F3 V617F tox	EP2 mod	zfTRPN1 agonist
1	-5.2	-2.5	8.3	-2.1
2	-2.4	-3.2	-29.1	0.4
3	-1.9	-0.1	-0.2	0.7
4	-15.5	0.4	3.3	-0.9
5	-18.3	3.4	2.9	0.4
6	-8.3	-3.9	-19.4	1.9
7	-4.6	7.5	-31.5	0.8
8	3.4	-0.1	56.7	0.0

The results go on.
entry	Molecule	S1P4 ag	PERK inhibitor	BaF3 parental	TRPML3 agonist	m-calpain inh
9	Cc1cc(-c2nc3ncccc3o2)ccc1NC(=S)NC(=O)c1ccco1	0.1	-0.4	1.9	1.0	-68.0
10	CC1CCCN(S(=O)(=O)c2ccc(S(=O)(=O)NC(C)c3cccs3)cc2)C1 (centres undefined)	-0.6	-0.4	2.6	1.4	18.1
11	Cc1ccc(-c2nc3cnccn3c2Nc2ccc3c(c2)OCO3)cc1	-1.6	0.1	8.4	-0.7	-9.6
12	O=C(Nc1ccc(F)cc1)c1cccnc1N1CCOCC1	-2.9	0.7	1.0	-0.9	-11.0
13	Cc1nc2ccccc2nc1OCC(=O)NCC(F)(F)F	-0.6	0.3	4.0	0.8	-26.6
14	O=C(Nc1cccc(Cl)c1)OCc1cncs1	0.6	0.2	1.8	0.5	-29.0
15	Cc1ccccc1NC(=S)N(CCCN1CCOCC1)Cc1cccnc1	-0.7	0.5	0.4	0.7	-1.8
16	Cc1onc(-c2ccc(Cl)cc2)c1-c1ccnn1S(=O)(=O)c1ccc(Cl)cc1	-0.2	0.3	3.1	3.9	-4.9

entry	S1P4 antagonist	Ba/F3 V617F tox	EP2 mod	zfTRPN1 agonist
9	-9.2	-2.1	-25.3	2.0
10	-5.0	-2.8	-71.0&-31.5	6.8
11	-6.9	0.1	-22.0	-0.5
12	-1.4	-5.3	-10.7	-0.1
13	-5.8	3.4	20.6	0.0
14	-7.4	1.6	-14.0	0.5
15	1.7	-2.6	29.7	0.7
16	5.0	-1.9	35.8	0.1

Three entries from above, with two lines to a compound:
Sequence of screens – S1P4 ag | PERK inhibitor | BaF3 parental | TRPML3 agonist | m-calpain inh | S1P4 antagonist | Ba/F3 V617F tox | EP2 mod | zfTRPN1 agonist
9) Cc1cc(-c2nc3ncccc3o2)ccc1NC(=S)NC(=O)c1ccco1
 : 0.1 | -0.4 | 1.9 | 1.0 | -68.0 | -9.2 | -2.1 | -25.3 | 2.0
10) CC1CCCN(S(=O)(=O)c2ccc(S(=O)(=O)NC(C)c3cccs3)cc2)C1 (centres undefined)
 : -0.6 | -0.4 | 2.6 | 1.4 | 18.1 | -5.0 | -2.8 | -71.0&-31.5 | 6.8
11) Cc1ccc(-c2nc3cnccn3c2Nc2ccc3c(c2)OCO3)cc1
 : -1.6 | 0.1 | 8.4 | -0.7 | -9.6 | -6.9 | 0.1 | -22.0 | -0.5

(next part)
entry	Molecule	S1P4 ag	PERK inhibitor	BaF3 parental	TRPML3 agonist	m-calpain inh
17	COCCN(C(=O)Nc1ccccc1)C(C)c1cccnc1 (centres undefined)	-0.5	-0.6	0.8	-0.5	-16.5
18	COc1cc(C(=S)N2CCOCC2)cc(OC)c1OS(=O)(=O)c1ccc(NC(C)=O)cc1	0.2	-0.4	6.5	0.3	-9.0
19	Cc1cccc(C(=O)NC(=S)N2CCc3ccccc3C2)c1	0.4	-0.4	2.3	-0.1	31.3
20	Cc1cccc(NC(=S)NNC(=O)c2sccc2C)c1	0.4	0.1	6.4	0.5	22.6
21	COc1cccc(CNC(=O)CCC2CCCN(C(=O)CCn3cncn3)C2)c1 (centres undefined)	-0.3	0.4	5.1	1.3	0.7
22	NC(=O)c1ccc(NC(=O)CCNC(=O)c2ccco2)cc1	1.1	0.8	-11.3	0.5	-25.2
23	CCOC(=O)N1CCN(C(=O)c2ccc3c(=O)n(-c4ccc(OC)cc4OC)c(=S)[nH]c3c2)CC1	-0.8	0.4	-0.4	0.9	-20.0
24	CCOc1ccccc1N(CC(=O)O)S(=O)(=O)c1ccccc1	1.8	-0.1	3.2	1.1	11.1

entry	S1P4 antagonist	Ba/F3 V617F tox	EP2 mod	zfTRPN1 agonist
17	-18.9	2.1	9.4	0.6
18	3.2	0.9	7.1	2.2
19	3.5	1.8	15.3	-0.8
20	-16.3	4.4	16.3	0.3
21	5.1	0.8	20.9	-0.2
22	-3.1	-3.6	-5.7	2.4
23	-5.3	-3.5	2.7	0.3
24	7.0	-0.2	1.9	1.1

Additional compounds follow:
entry	Molecule	S1P4 ag	PERK inhibitor	BaF3 parental	TRPML3 agonist	m-calpain inh
25	CC(=O)NCCOc1c(C)cc(S(N)(=O)=O)cc1C	-0.1	-0.3	2.2	0.1	27.2
26	O=C(Nc1nc2ccc(Cl)cc2s1)C1CCCO1 (centres undefined)	-1.0	-0.3	5.8	0.1	20.9
27	Cc1ccc(-n2cccc2/C=C2/C(=N)N3C(=NC2=O)SN=C3S(C)(=O)=O)cc1Cl	0.4	0.3	12.9	1.4	36.4
28	O=C(Nc1ccc(F)cc1F)c1noc2c1CCC2	0.3	0.7	-2.5	0.0	-57.4
29	CCCOC(=O)Nc1c(C)cccc1C(C)C	1.4	1.2	6.3	0.2	-17.8
30	CC(C)C(NC(=O)c1ccc2c(c1)OCO2)C(=O)N/N=C/c1cccs1 (centres undefined)	2.0	0.1	2.2	-0.2	-3.0
31	CC(NC(=O)C1CCCC1)C1CC2CCC1C2 (centres undefined)	2.0	0.9	3.4	0.7	-2.6
32	CCOC(=O)c1c(C)noc1-c1ccco1	-0.6	2.4	1.5	-0.1	-20.4

entry	S1P4 antagonist	Ba/F3 V617F tox	EP2 mod	zfTRPN1 agonist
25	2.3	0.3	-25.5	-0.1
26	-14.9	5.2	-22.9	1.2
27	8.1	6.8	20.2	0.5
28	-17.7	-2.8	-8.2	0.3
29	-0.4	1.8	11.8	0.5
30	-13.8	-5.9	8.8	-1.3
31	-8.2	-0.9	4.8	-0.5
32	7.8	-0.1	-2.1	-1.0

(continued)
entry	Molecule	S1P4 ag	PERK inhibitor	BaF3 parental	TRPML3 agonist	m-calpain inh
33	Cc1nnc(SCC(=O)N2CCCC2)n(N)c1=O	2.6	0.7	4.8	1.4	-26.1
34	COc1ccc(Cl)cc1NC(=O)CSc1nnc(CNC(=O)c2ccco2)o1	-3.2	0.2	4.0	0.6	-17.6
35	Cc1c(NC(=O)CSc2ccccc2Cl)c(=O)n(-c2ccccc2)n1C	1.2	0.5	4.2	0.2	-10.1
36	Cc1ccc2[nH]c(=O)c(COC(=O)C3CCCO3)cc2c1 (centres undefined)	-1.3	0.4	1.2	0.1	-23.4
37	CCc1c(C)nc2ncnn2c1N1CCCC(C(=O)Nc2ccc(NC(C)=O)cc2)C1 (centres undefined)	1.0	0.1	-0.5	0.7	-14.7
38	CCOC(=O)c1ccc(N=c2ssnc2Cl)cc1	-0.2	0.2	2.0	0.4	26.4
39	COCC(=O)OC/C(O)=C(\C#N)c1nc2ccccc2[nH]1	-0.9	0.2	0.1	0.3	-12.8
40	COc1ccc(C2CC(C(F)(F)F)n3ncc(C(=O)NCc4cccnc4)c3N2)cc1OC (centres undefined)	-1.7	1.0	2.8	-0.5	14.4

entry	S1P4 antagonist	Ba/F3 V617F tox	EP2 mod	zfTRPN1 agonist
33	-16.1	-1.5	12.1	1.5
34	7.3	-0.2	-11.1	1.2
35	-6.0	-1.3	-1.8	-1.2
36	-13.1	1.4	-18.5	-0.8
37	-20.6	-0.3	9.9	0.3
38	0.3	2.7	-48.2	1.6
39	-13.8	1.2	-1.8	-2.2
40	-4.3	-3.1	25.7	-0.9

Next section
entry	Molecule	S1P4 ag	PERK inhibitor	BaF3 parental	TRPML3 agonist	m-calpain inh
41	COc1ccc(-c2n[nH]c(C)c2-c2cscn2)c(O)c1	-0.8	1.0	-0.1	0.2	1.8
42	COc1cccc(/C=N/NC(=O)c2ccc(=O)[nH]n2)c1O	1.8	0.7	-0.5	0.8	-8.9
43	C/C(=N/NC(=O)CNC(=O)COc1cccc(C)c1)c1ccco1	0.1	0.2	6.2	-0.3	-9.3
44	CCOC(=O)c1ccc(NC(=O)Nc2ccc3c(c2)OCCO3)cc1	0.1	0.6	0.4	0.4	0.3
45	CCn1c(=NC(=O)c2ccc(S(=O)(=O)N3CCOCC3)cc2)sc2cccc(OC)c21	-1.6	-0.2	41.9*	0.8	-69.7
46	CCn1c(Cn2nnc(-c3ccccc3)n2)nnc1SCC(=O)Nc1ccccc1	0.1	-0.3	3.3	0.4	-34.7
47	O=C(c1cccc(OCc2ccccc2)c1)N1CCOCC1	3.3	0.3	8.4	0.1	-1.7
48	COc1ccc(CN2CCN(Cc3cccn3-c3ncccn3)CC2CCO)c(C)c1C (centres undefined)	0.8	-0.5	-6.7	0.5	-2.0

entry	S1P4 antagonist	Ba/F3 V617F tox	EP2 mod	zfTRPN1 agonist
41	2.1	-7.0	-12.8	-1.5
42	-4.3	0.3	-9.8	0.1
43	-1.8	-2.7	-6.6	0.8
44	-16.5	0.2	-15.6	7.6
45	2.0	34.8*	68.4*	-0.5
46	-29.4	0.0	5.0	-0.9
47	-5.5	-0.3	-9.9	1.3
48	3.9	14.8	13.5	-0.7

Following part:
entry	Molecule	S1P4 ag	PERK inhibitor	BaF3 parental	TRPML3 agonist	m-calpain inh
49	CC(C)[C@H](NC(=O)CCn1nnc2ccccc2c1=O)C(=O)O	2.8	0.9	-1.5	0.1	2.8
50	CC(=O)N(Cc1ccccn1)Cc1ccco1	1.3	-1.0	-6.9	0.8	-17.4
51	O=[N+]([O-])c1ccc(N2CCCC2)cc1NC(c1ccccc1)c1ccccc1	4.6	1.2	2.5	-0.1	-11.6
52	O=C(COC(=O)c1ccccc1NC(=O)c1ccco1)Nc1ncc(Cl)cc1Cl	-1.9	-0.5	2.8	-0.5	-23.1
53	CCC(=O)Nc1ccc(SC#N)cc1C	-1.2	1.9	1.1	0.1	5.3
54	CCN(CC)S(=O)(=O)c1ccc(-c2cc(C(=O)OC)sc2C(F)(F)F)cc1	1.6	1.5	1.4	5.3	-59.9

entry	S1P4 antagonist	Ba/F3 V617F tox	EP2 mod	zfTRPN1 agonist
49	-7.2	1.4	4.0	0.5
50	-76.6	2.3	-4.4	-0.7
51	-7.6	-0.7	16.1	-0.1
52	5.5	-2.8	-9.5	-1.1
53	11.4	-0.3	-13.0	0.7
54	14.5	0.0	-29.4	-0.7
